Assay outcomes from PubChem BioAssay.
rCAG binder: r(CAG) repeat RNA binding; 1.3% of 370,000 active; AID 651821; inhibition, % at 3 µM; TO-PRO-1 dye displacement fluorescence;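 active means inhibition above the plate cutoff, the mean of all test compounds on that plate plus 3 SD, cut at about 35% in these data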;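 further: 0% = DMSO alone and 100% = 100 µM mitoxantrone as full dye displacement; higher means more dye released from RNA so lower well fluorescence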
ARFGAP1 inh: inhibits rat ARF GTPase activating protein 1. Arfgap1-stimulated ARF1 GTP hydrolysis, GDP FP detection. 0.26% of 360,000 active. AID 651572. inhibition, % at 16.5 µM;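 active means inhibition above a per-plate limit, mean inhibition of low control wells plus 3 SD, cut at about 25% in these data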;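 further: 0% = DMSO wells with enzyme and 100% = wells lacking Arfgap1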
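Assay system: Rat Arfgap1 GAP domain (His6, aa 1-136), purified enzyme | Buffer or medium: HEPES 25 mM pH 7.5, NaCl 150 mM, MgCl2, DTT | Schedule: GTP hydrolysis reaction 2 h at 25 °C | Signal: FP of antibody-bound GDP Alexa 633 tracer, ex 620/em 688 nm | Measure: Percent inhibition of Arfgap1-stimulated GTP hydrolysis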
SMARCA2 activ: SMARCA2 function activation, primary screen; 1% of 370,000 active; MG213 cells, MMTV-luciferase reporter, dexamethasone, overnight; AID 652017; activation, % at 9.1 µM; in the data active means activation above about 7.8%;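 further: 0% = vehicle wells and 100% = reference activator wells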
ASAP1 GAP inh: blocks human ASAP1-stimulated Arf1 GTP hydrolysis | Q9ULH1 | GDP FP detection | inhibition, % at 16.5 µM | 0.19% of 360,000 active; in the data active means inhibition above about 25%;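 further: 0% = vehicle with enzyme and substrate and 100% = no enzyme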
Target sequence (Q9ULH1 325-724 limits assumed): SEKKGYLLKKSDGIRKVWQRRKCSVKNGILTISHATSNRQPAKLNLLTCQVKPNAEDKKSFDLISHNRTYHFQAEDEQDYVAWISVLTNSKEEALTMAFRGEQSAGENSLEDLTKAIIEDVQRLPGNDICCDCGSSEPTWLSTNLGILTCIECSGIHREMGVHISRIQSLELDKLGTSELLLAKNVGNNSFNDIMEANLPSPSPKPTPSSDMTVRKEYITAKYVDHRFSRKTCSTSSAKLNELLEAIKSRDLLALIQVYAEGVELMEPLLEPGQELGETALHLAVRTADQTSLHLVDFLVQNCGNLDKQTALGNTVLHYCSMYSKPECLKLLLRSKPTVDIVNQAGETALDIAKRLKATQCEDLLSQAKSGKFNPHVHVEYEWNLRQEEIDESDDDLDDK
PG9 Ab binder: PG9 antibody binding by small molecule. 0.43% of 360,000 active. TR-FRET gp120-PG9 antibody binding. inhibition, % at 6.7 µM; in the data active means inhibition above about 8.5%
NPR1 activator: GC-A (human) enzyme activation | P16066 | HEK293 GC-A cells, cGMP TR-FRET, EC30 ANP; 0% at EC30 ANP, 100% saturating ANP | activation, % at 10 µM | 0.14% of 370,000 active | AID 1671463; in the data active means activation above about 40%
NPR2 activator: GC-B (human) receptor activation; 0.11% of 370,000 active; P20594; activation, % at 10 µM; HEK293-GC-B cells, CNP EC30, cGMP TR-FRET; 0% at EC30 CNP, 100% saturating CNP;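 active means activation at 10 µM reaching about 35% in either raw or pattern-adjusted values, limit read from the data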
HTRA1 inhibitor: inhibitors of human serine peptidase HTRA1; Q92743; recombinant HTRA1, FP-rhodamine activity-based probe, fluorescence polarization; inhibition, % at 5.96 µM; 0.5% of 340,000 active; AID 504803; in the data active means inhibition above about 36%;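 further: 0% = enzyme with DMSO and 100% = wells lacking enzyme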
NR1D1 modulator: modulators of human Rev-erb alpha DNA binding; P20393; Rev-erbα–FITC-DNA binding, fluorescence polarization, 90 min; activity, % at 10 µM; 0.79% of 370,000 active; AID 1259318;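 active means activity above about 14%, limit read from the data; passing the limit was not always enough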;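 further: 0% = DMSO wells with 35 nM protein and 100% = DMSO wells with 750 nM protein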
Target sequence (P20393 whole entry, looked up): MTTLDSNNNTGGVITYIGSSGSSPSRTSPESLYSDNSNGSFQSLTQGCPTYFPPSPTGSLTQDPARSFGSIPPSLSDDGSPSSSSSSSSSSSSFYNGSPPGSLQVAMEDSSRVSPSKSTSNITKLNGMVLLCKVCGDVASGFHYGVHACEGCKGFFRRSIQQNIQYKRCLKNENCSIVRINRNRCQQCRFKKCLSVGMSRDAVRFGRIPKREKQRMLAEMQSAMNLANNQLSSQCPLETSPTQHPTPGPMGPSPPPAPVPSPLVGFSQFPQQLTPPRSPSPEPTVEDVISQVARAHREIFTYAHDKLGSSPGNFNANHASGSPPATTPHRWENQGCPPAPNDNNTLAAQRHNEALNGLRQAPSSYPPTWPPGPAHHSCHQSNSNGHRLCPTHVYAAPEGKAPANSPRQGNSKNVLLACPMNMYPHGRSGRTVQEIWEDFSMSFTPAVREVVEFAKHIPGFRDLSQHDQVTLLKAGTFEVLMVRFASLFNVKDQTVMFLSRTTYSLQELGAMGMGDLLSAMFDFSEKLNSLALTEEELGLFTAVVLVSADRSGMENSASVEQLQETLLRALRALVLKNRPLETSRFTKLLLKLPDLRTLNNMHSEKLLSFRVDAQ
ABHD4 inh: ABHD4 (mouse) inhibition, primary FP screen | Q8VD66 | AID 720543 | purified mABHD4, FP-Rh probe fluorescence polarization | inhibition, % at 8.92 µM | 0.54% of 370,000 active;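 active means inhibition exceeding the mean over every tested compound plus 3 SD, cut at about 30% in these data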;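 further: 0% = plate median of compound wells and 100% = S159A mutant with DMSO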
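Assay system: wild-type mouse ABHD4 protein; compound: single nominal dose of 8.92 µM, 0.89% DMSO final; schedule: 45 min + 60 min at 25 °C; measured by: FP readout, ex 525 nm / em 598 nm; evaluation: % inhibition of FP-Rh probe binding versus controls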
Starred values were filed as active, the others as inactive; nt = not tested or not shown; & = joins results of further samples.

Value order – rCAG binder	ARFGAP1 inh	SMARCA2 activ	ASAP1 GAP inh	PG9 Ab binder	NPR1 activator	NPR2 activator	HTRA1 inhibitor	NR1D1 modulator	ABHD4 inh
#1 COC(=O)[C@]12C[C@H](CC(=O)NCc3ccccc3)C(=O)N(Cc3cccc4ccccc34)C1=C[C@H](COCc1ccccc1)O[C@@H]2C
    10	nt	-3	nt	nt	-2	4	nt	5	-19
#2 CN(C)c1nc(N(C)C)nc(N2CCCCC2)n1
    -1	-1	1	8	-0.2	-2	2	4	-3	-2
#3 Cc1ccc(F)c(S(=O)(=O)NC(=O)C2(C)CCN2C(=O)c2ccc(C3CCCCC3)cc2)c1 (stereo unspecified)
    31	4	-2	-8	-1.7	0	-1	nt	-11	2
#4 Cc1ccc(Nc2c(-c3ccccn3)nc3ccc(C)cn23)cc1
    -4	-2	-4	-11	-1.5	5	13	55*	-1	11
#5 Brc1ccc2oc(-c3ccn[nH]3)cc2c1
    5	-1	3	3	0.6	13	-2	nt	5	-4
#6 O=C(COC(=O)Cn1cnc2ccccc21)Nc1ccc(F)c(F)c1
    3	2	0	1	0.1	-1	-1	4	-2	1
#7 Cc1c(C(N)=O)cc([N+](=O)[O-])cc1[N+](=O)[O-]
    1	-13	-2	7	-0.8	-8	-1	-1	-1&0	-9
#8 CCC1NC(=O)c2cc(S(N)(=O)=O)c(Cl)cc2N1 (stereo unspecified)
    4	6	-5	6	-0.7	-5	2	2	1	5
#9 NC(=O)c1ccc(O)c2ncccc12
    nt	nt	nt	nt	nt	-6	-5	nt	0	-12
#10 CCc1cc(=O)oc2c3c(cc(OCC(=O)NCCCn4ccnc4)c12)OC(C)(C)CC3
    -5	-15	2	-2	-0.3	-26	-21	0	-4	2
#11 COCOCCn1cc(CN2CCS(=O)(=O)N(Cc3ccc(-c4ccc(F)cc4)cc3)C(CC(C)C)C2=O)nn1 (stereo unspecified)
    4	2	-3	7	-1.4	10	-7	-17	-4	-22
#12 C/C(CCc1oc2ccccc2c1-c1ccc(C)o1)=N/O
    -2	9	1	-3	-0.3	1	0	-2	-1	-7
#13 COc1cccc(/C=N\NC(=O)C2=NNC(=O)C2C)c1O (stereo unspecified)
    1	-2	-2	-17	-9.0	11	0	17	0	12
#14 COc1cccc(NC(=O)CSc2nc3ccccc3c(=O)n2CCCC(=O)N2CCCC2)c1
    -6	21	4	9	-2.8	-6	4	-3	0	0
#15 Cn1nc(C(=O)NCc2cccc(F)c2)cc1C(=O)NCc1cccc(F)c1
    -2	5	-2	1	0.8	-1	3	-1	-6	3
#16 CN1CCN(C(=O)c2ccccc2NC(=O)c2ccc(C(C)(C)C)cc2)CC1
    -10	3	-1	1	0.1	1	1	-1	-5	1
#17 COc1ccc(OC)c(C(=O)CSc2nnnn2C)c1
    2	19	-5	7	-0.1	-7	2	2	-5	0
#18 COc1ccc(CCNc2ncnc3sc(C)cc23)cc1OC
    3	4	-5	0	0.1	0	9	-2	5	-1
#19 COc1cccc(C2CC(c3ccccc3)n3ncnc3N2)c1 (stereo unspecified)
    -4	9	7	9	-2.3	2	-3	6	-4	6
#20 CC(C)C(C)(C#N)NC(=O)CSc1nc2scc(-c3ccccc3)c2c(=O)[nH]1 (stereo unspecified)
    32	-1	-1	2	-0.8	0	4	-10	-4	-18
#21 Cc1ccc(C)n1CCN1CCN(C(=O)CC#N)CC1
    5	-7	-1	3	-2.3	3	1	-3	3	-8
#22 CC(=O)NCc1ccc(-c2csc(N)n2)s1
    3	-6	0	5	-3.6	-1	2	-2	3	3
#23 Cc1ccc(C(=O)N2CCCC(N(C)Cc3ccccc3)C2)s1 (stereo unspecified)
    -8	17	0	15	-2.5	2	-2	3	3	-1
#24 Cc1c(C(=O)Nc2cccc(S(=O)(=O)N3CCCC3)c2)oc2ccccc12
    2	0	0	-9	0.1	-2	11	-13	3	-8
#25 C#CC(CC)(CC)NC(=O)c1cc(S(=O)(=O)N2CCCCC2)ccc1N1CCOCC1
    -11	5	1	9	0.7	-3	0	-1	4	-5
#26 CCOC(=O)NN=C1CCC(c2ccccc2)CC1 (stereo unspecified)
    -4	-3	-1	-8	0.0	1	6	2	-6	1
#27 CCO[C@@H]1OC(C(=O)Nc2ccccc2)=C[C@H](C)[C@H]1CCCO
    -4	4	1	9	0.8	0	-1	-3	0	-2
#28 O=C(CCc1nc2ccccc2s1)OCC(=O)c1ccc[nH]1
    1	-16	5	-6	-0.8	-4	2	1	6	-5
#29 Cc1ccc(C(=O)CSc2nnc(COc3ccccc3)o2)cc1
    -5	3	-4	1	-0.6	3	5	-9	-1	-1
#30 Cc1[nH]nc(NNC(=O)c2ccccc2)c1[N+](=O)[O-]
    -2	-8	-5	-17	-1.2	0	1	nt	0	3
#31 COc1ccc(OC)c(NC(=O)CSc2nc3[nH]c(=O)[nH]c(=O)c3s2)c1
    37*	-4	-4	-3	-1.9	1	0	-1	-12	10
#32 O=C(NC(=S)Nc1ccc(N2CCOCC2)cc1)c1ccccc1
    -5	6	5	-5	-0.4	1	2	3	0	-3
#33 CC(NC(=O)C(=O)N1CCCCC1)C(c1cccs1)N1CCN(c2ccccc2)CC1 (stereo unspecified)
    -6	-3	-1	7	-0.8	-2	-1	0	-1	0
#34 NC(=O)C1(C(N)=O)OC1c1ccc(Cl)c(Cl)c1 (stereo unspecified)
    0	0	-4	2	-1.2	0	5	4	-1	8
#35 COc1ccc(CCNC(=O)CC2SC(N)=NC2=O)cc1OC (stereo unspecified)
    4	-3	-5	0	-0.6	4	-2	-3	1	0
#36 COc1ccc(C2=NOC(C(=O)Nc3cc(C)nn3-c3ccccc3)C2)cc1OC (stereo unspecified)
    3	2	3	1	-1.7	4	4	-6	-2	-3
#37 Cc1ccccc1-c1nc(S(=O)(=O)c2ccc(Br)cc2)c(NCc2cccnc2)o1
    5	1	-2	-1	0.9	9	0	-55	9	-6
#38 O=C(N=c1ccn(-c2nc3ccccc3nc2NS(=O)(=O)c2ccc(Cl)cc2)cc1)c1cccs1
    4	-1	5	-5	2.3	6	-14	-1	91*	-13
#39 O=C(O)CN1CCN(Cc2ccc(Cl)cc2)C1=O
    0	4	-2	2	-0.6	1	1	4	0	-3
#40 N#Cc1c(NC(=O)CSc2n[nH]c(Cc3ccccc3)n2)oc(-c2ccccc2)c1-c1ccccc1
    31	8	0	12	1.7	-3	-10	-60	6	-79
#41 CN(Cc1ccccc1)C(=O)c1cn(C)c2ccc(S(=O)(=O)N3CCCC3)cc2c1=O
    -4	3	-3	7	0.5	0	2	2	-5	-3
#42 Cc1cccc(C)c1NC(=O)C1(NC(=O)c2cnccn2)CCCCC1
    4	-5	0	-9	0.7	8	5	-2	5	-2
#43 Cc1ccc(S(=O)(=O)N2CCN(c3nc(CN4CCCC4)nc4sc(C)c(C)c34)CC2)cc1
    5	3	7	4	-0.5	-5	-5	-13	6	0
#44 CCOC(=O)CCCNC(=O)CCNC(=O)c1ccc(OCCC(C)C)cc1
    -6	7	-1	-17	-3.8	3	0	nt	-1	3
#45 CCOC(=O)c1c(C)[nH]c(C)c1S(=O)(=O)N1CCC(c2ccccc2)C1 (stereo unspecified)
    -3	-6	0	-14	-1.5	-11	-5	0	-7	-1
#46 Cc1ccc(N(CC(=O)N2CCn3c2nc2ccccc23)S(=O)(=O)c2c(C)n[nH]c2C)cc1
    2	0	0	10	-2.1	4	-4	-10	2	-2
#47 Cc1cccnc1NC(=O)CCNC(=O)c1ccc(Br)cc1
    -6	12	-2	2	-0.7	0	0	2	6	6
#48 Cc1ccc(C)c(/C(O)=C2\C(=O)C(=O)N(CCCn3ccnc3)C2c2ccncc2)c1 (stereo unspecified)
    3	4	5	-11	-0.6	4	3	1	-3	8
#49 COc1ccccc1C(=O)Nc1ccnn1C1CCN(CC2CC=CCC2)CC1 (stereo unspecified)
    -4	5	-1	-16	-2.6	-1	-6	5	-1	4
#50 COc1cc(C(=O)OCC(=O)Nc2c(F)cccc2F)cc(OC)c1C
    -1	-2	-1	4	2.4	6	0	-1	-4	0
#51 CC(C)N(Cc1nccn1C)C(=O)c1cc(COc2ccc3ncccc3c2)on1
    -6	14	-3	-19	0.2	-2	4	1	-4	-2
#52 NC(=O)[C@@H]1CCCN1Cc1nc(-c2ccccc2)no1
    -1	-9	-1	-11	-0.9	2	-2	8	-2	1
#53 COc1cc(S(=O)(=O)N2CCN(C(=O)C3CC3)CC2)ccc1NC(C)=O
    -1	1	-3	6	0.8	2	2	6	2	2
#54 CN(C)S(=O)(=O)c1ccc(NC(=O)c2cc(-c3cccs3)nc3ccccc23)cc1
    14	4	-5	2	0.2	3	-1	-29	4	-15
#55 Clc1cccc(Cl)c1CSc1nnc(-c2sccc2-n2cccc2)o1
    5	1	1	2	-1.9	-2	5	-30	5	-19
#56 Cc1nc(-c2ccc(S(=O)(=O)NCc3ccccn3)s2)cs1
    2	-5	-3	-10	-3.1	0	4	-4	-2	4
#57 C[C@H](CO)N1C[C@H](C)[C@@H](CN(C)C(=O)Nc2ccc(F)cc2)Oc2cc(Br)ccc2S1(=O)=O
    7	2	-5	-6	-1.2	-3	6	-6	7	-1
#58 COc1ccc(-c2nc(CS(=O)(=O)CC(=O)NCc3cccc(Br)c3)c(C)o2)cc1
    12	-13	-1	6	-1.5	-10	-8	-10	-2	-1
#59 O=C(Nc1ccc2nc3n(c(=O)c2c1)CCCC3)c1cccc([N+](=O)[O-])c1
    2	-2	4	0	1.8	6	4	-1	2	8
#60 Cc1ccc(C(=O)N2CCN(c3ccccc3)CC2)cc1S(=O)(=O)N1CCCC1
    4	-1	-2	5	-0.6	10	10	0	-3	4

Whole records from above.
`COc1cc(S(=O)(=O)N2CCN(C(=O)C3CC3)CC2)ccc1NC(C)=O` as listed: rCAG binder: -1; ARFGAP1 inh: 1; SMARCA2 activ: -3; ASAP1 GAP inh: 6; PG9 Ab binder: 0.8; NPR1 activator: 2; NPR2 activator: 2; HTRA1 inhibitor: 6; NR1D1 modulator: 2; ABHD4 inh: 2
`COc1ccc(-c2nc(CS(=O)(=O)CC(=O)NCc3cccc(Br)c3)c(C)o2)cc1` as listed: rCAG binder: 12; ARFGAP1 inh: -13; SMARCA2 activ: -1; ASAP1 GAP inh: 6; PG9 Ab binder: -1.5; NPR1 activator: -10; NPR2 activator: -8; HTRA1 inhibitor: -10; NR1D1 modulator: -2; ABHD4 inh: -1

Further entries
Value order – rCAG binder	ARFGAP1 inh	SMARCA2 activ	ASAP1 GAP inh	PG9 Ab binder	NPR1 activator	NPR2 activator	HTRA1 inhibitor	NR1D1 modulator	ABHD4 inh
#61 COc1ccc(CCNC(=O)/C=C/c2ccc3ccccc3n2)cc1OC
    2	6	2	9	-3.0	-4	2	-8	-3	-4
#62 CON/C=N/C(=S)Nc1ncc(C(F)(F)F)cc1Cl
    0	5	-1	-4	0.5	-2	-2	5	-1	3
#63 CC(=O)c1cccc(NC(=S)NC2CCCCC2)c1
    -1	5	0	4	0.2	1	2	7	-7	5
#64 COc1cc(OC)cc(-c2c(-c3cccs3)c3cc(-c4ccc(OCc5ccccc5)cc4)ccc3n2C)c1
    3	0	1	-4	-1.1	1	-2	-4	2	-5
#65 CC1=NN(/C(=N\c2nnc(C)s2)Nc2ccccc2)[C@H](c2cccc3ccccc23)S1
    -6	-3	-1	-4	-0.1	-27	-17	-19	1	-11
#66 COc1ccccc1NC(=O)COC(=O)c1cnccn1
    -2	-1	-5	-6	1.1	2	1	0	-1	-1
#67 CCc1ccc(N(CC(=O)NC(C)(C)CC)C(=O)CCC(=O)Nc2nccs2)cc1
    -11	-6	-4	-13	0.9	-1	3	-1	1	-5
